# HTT cytoprotect = qHTS Multiplex Assay to Identify Dual Action Probes in a Cell Model of Huntington: Cytoprotection (ATP). PC12 HTT-Q103 induced, cytoprotection, ATP luminescence, 40 h. Potency, µM (highest dose often 56.4 µM), inactives show cytoprotection (ATP increase), usual class: activators. hit rate 0.14% among 230,000;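 also: % of control where 0% means no effect; nearly all actives have a fitted effect of over 45% in size; toxic huntingtin expression switched on by the ecdysone agonist tebufenozide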
#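 Huntington model: PC12 line, ecdysone-inducible HTTQ103 exon1–GFP, tebufenozide 100 nM. Test articles in a dose series. Endpoint luminescence from cellular ATP.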
# IMPase Li inh = qHTS Assay for Identifying the Cell-Membrane Permeable IMPase Inhibitors: Potentiation with Lithium; Potency, µM (highest dose often 59.4 µM), for the others: top-dose activity, negative = IMPase inhibition, actives largely listed as inhibitors; CHO-M1 cells, IP1 TR-FRET (IP-One), carbachol + lithium; hit rate 0.35% among 210,000; AID 1457, 2008;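 also: IP1 builds up when IMPase is blocked and the TR-FRET signal falls; plate controls were basal vehicle for no effect and high inhibitor control for full effect; nearly all actives have a fitted effect of over 50% in size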
#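 CHO cells stably expressing M1 receptor (2000/well, cultured 16–30 h) treated 30 min at 37C with compound plus low lithium. Cytosolic IP1 by TR-FRET (665/620 ratio and 620 channel) after 10 min lysis; AC50 by Hill fit.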
# GoLoco inh red = qHTS Assay for Inhibitors of RGS12 GoLoco Motif Activity (Red Fluorophore); Gai1:RGS12 GoLoco peptide FP, rhodamine, 10 min; hit rate 0.44% among 230,000; Potency, µM (series often up to 61.6 µM), inactives show at the highest dose activity, negative = inhibition, most hits filed as inhibitors; Guanine nucleotide-binding protein G(i) subunit alpha-1 (Homo sapiens), P63096; active = well fitted inhibition curve with a large enough effect, not every such curve was filed as active; inactive = no such curve, though single readings can be large or run the other way; also: % is scaled to controls: 0 for no effect and ±100 for the full control effect; nearly all actives have a fitted effect of over 30% in size; many of its hits are not listed in these tables
# Target sequence (P63096 whole entry, looked up): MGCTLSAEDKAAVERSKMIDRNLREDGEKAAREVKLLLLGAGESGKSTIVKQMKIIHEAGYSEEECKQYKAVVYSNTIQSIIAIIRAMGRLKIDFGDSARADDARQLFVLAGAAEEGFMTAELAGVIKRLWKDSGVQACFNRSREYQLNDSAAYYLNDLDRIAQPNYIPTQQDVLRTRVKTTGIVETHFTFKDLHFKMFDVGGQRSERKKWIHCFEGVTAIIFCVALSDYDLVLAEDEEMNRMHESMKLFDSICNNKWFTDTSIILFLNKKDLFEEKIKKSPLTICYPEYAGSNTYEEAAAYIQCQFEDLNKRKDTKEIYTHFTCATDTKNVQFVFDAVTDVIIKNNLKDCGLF
# GAA inh = qHTS Assay for Inhibitors of Human alpha-Glucosidase as a Potential Chaperone Treatment of Pompe Disease; AID 1466, 2008; purified human GAA, 4-MU-alpha-glucoside fluorescence; Potency, µM (titrated, usually from 76.9 µM), for inactives: at the highest dose activity change, negative = inhibition, hits mostly inhibitors; hit rate 0.005% among 200,000;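 also: plate controls were uninhibited enzyme wells for no effect and no-enzyme background for full effect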
#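 Activity normalized between no-enzyme (basal) and enzyme-only wells. Conditions: 4 nM human enzyme, 400 uM fluorogenic substrate, citrate/phosphate pH 5.0 with Tween-20, 20 min room temperature, compounds up to 77 uM.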
# HttQ103 aggreg = qHTS Multiplex Assay to Identify Dual Action Probes in a Cell Model of Huntington: Aggregate Formation (GFP); PC12 HttQ103-GFP aggregates, Acumen cytometry, 40 h; Potency, µM (highest dose often 46.1 µM), for inactives: at the top dose activity change, negative = inhibition, most hits filed as inhibitors; hit rate 1.1% among 220,000; also: % is scaled to controls: 0 for no effect and ±100 for the full control effect; nearly all actives have a fitted effect of over 60% in size
#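 Compounds (qHTS titration) were added to PC12 cells expressing an ecdysone-driven HTT exon 1 Q103–GFP fusion after induction with 100 nM tebufenozide. Aggregate formation was measured as GFP objects in cell lysates.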
# aGlu spleen mod = qHTS Assay for Inhibitors and Activators of Human alpha-Glucosidase From Spleen Homogenate. Lysosomal alpha-glucosidase (Homo sapiens), P10253. human spleen homogenate, 4-MU-alpha-glucoside fluorescence. Potency, µM (doses to about 79.9 µM), inactives show at the top dose activity change, negative = inhibition, most hits filed as inhibitors. hit rate 0.006% among 240,000. AID 2112, 2009;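 also: 0% = enzyme with vehicle and -100% = no enzyme basal signal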
#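 AC50 values come from Hill-equation fits of concentration-response data, normalized to no-enzyme and full-activity controls. Enzyme source: 1 ug human spleen homogenate; 1 mM fluorogenic 4-MU glucoside, pH 5.0 citrate buffer, 37 C, 40 min.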
# GAA glycogen mod = qHTS Assay for Inhibitors and Activators of Human alpha-Glucosidase Cleavage of Glycogen | Lysosomal alpha-glucosidase (Homo sapiens), P10253 | recombinant GAA, glycogen substrate, Amplex Red glucose oxidase fluorescence | Potency, µM (doses to about 76.4 µM), without a hit: top-dose activity change, negative = inhibition, actives largely listed as inhibitors | hit rate 0.38% among 300,000 | AID 2100, 2009;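 also: 0% = full enzyme reaction and -100% = no-enzyme basal signal; the screen sought inhibitors and activators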
#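 Natural-substrate format: glycogen cleavage by 4 nM human enzyme, glucose read by Amplex Red coupling (Ex 573, Em 610 nm). Normalized to enzyme and no-enzyme controls.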
# An asterisk follows results filed as active; ? = inconclusive; / = not tested or not shown; [ ] = remark or other dose. Unless noted, calls follow the shape of the dose curve; as a rule, active = well fitted curve in the direction sought with a large enough effect; inconclusive = small, poorly fitted or top-dose-only effect, or another doubt; inactive = no such curve, though single readings can be large; an effect the other way counts as inactive or inconclusive. Potency is read from the fitted curve at half-maximal effect.
# Below each compound: HTT cytoprotect	IMPase Li inh	GoLoco inh red	GAA inh	HttQ103 aggreg	aGlu spleen mod	GAA glycogen mod
1) Cc1c(Br)c([N+](=O)[O-])nn1C(C)C(=O)N1CCCc2ccccc21 (stereo not drawn)
    -11%	-4%[38.3 µM]	-1%	5%	12%	-1%	4%
2) Cc1onc(-c2ccccc2Cl)c1-c1nc(-c2ccncc2)no1
    7%	60%[activator][38.3 µM]	-1%	1%	14%	-13%	0%
3) O=C1NC(=O)c2c(NC(=O)C3CCCO3)cccc21 (stereo not drawn)
    -8%	-8%[38.3 µM]	3%	4%	-2%	1%	-12%
4) CCOC(=O)N1CCC(N2CCCC(CO)(Cc3cccc(OC)c3)C2)CC1 (stereo not drawn)
    /	21%	62%[activator]	8%	0.0006µM*	-23%	-10%
5) COC(=O)c1cc(-c2ccccc2)n[nH]1
    21%[10 µM]	56%[activator][38.3 µM]	1%	?	6%	2%	6%
6) CCn1c(SCC(=O)N2CCCCC2)nc(O)cc1=O
    29%	-2%[38.3 µM]	4%	-11%	10%	-3%	-5%
7) Cc1cc2cc(CNC(=O)Nc3cccc(Cl)c3)ccc2n1C
    3%[10 µM]	4%[38.3 µM]	-37%	-5%	-14%	0%	-1%
8) CN1CCN(CC(=O)N2c3ccccc3Sc3cc4ccccc4cc32)CC1
    7%[10 µM]	3%	3%[14.2 µM]	/	/	/	/
9) N#Cc1ccc(CSc2nnc(-c3c[nH]c4ccccc34)n2-c2ccccc2)cc1
    5%	14%	5%	?	?	-1%	-8%
10) CC(Sc1nnc(-c2cccs2)n1-c1ccccc1)C(=O)NCc1ccco1 (stereo not drawn)
    7%	34%[activator][38.3 µM]	-3%	-2%	13%	0%	3%
11) CN1C(=O)CSc2ccc(NC(=O)N3CCN(c4ccccn4)CC3)cc21
    -7%[10 µM]	-1%	12%	-1%	?	-1%	-3%
12) NS(=O)(=O)c1cc([C@@]2(O)NC(=O)c3ccccc32)ccc1Cl
    -4%[40.3 µM]	2%	4%[21.6 µM]	/	12%[20.6 µM]	-12%[29.1 µM]	/
13) COc1cccc(C2=NN(C(=O)CCCC(=O)O)C(c3cccs3)C2)c1 (stereo not drawn)
    -15%[10 µM]	/	45%[activator]	/	-5%[9.22 µM]	3%	-2%
14) CN(C)S(=O)(=O)c1cccc(NC(=O)CNCc2ccccn2)c1
    -11%[10 µM]	/	-9%	-2%	14%[9.22 µM]	13%	?
15) Cc1cccc(-c2nnc(SCC3CNC(=O)O3)n2-c2ccc(Cl)cc2)c1 (stereo not drawn)
    22%[10 µM]	1%	4%	5%	5%	-19%	-1%
16) O=C1COc2ccc(C(=O)COC(=O)CCc3ccc(S(=O)(=O)N4CCOCC4)cc3)cc2N1
    -4%[1.9 µM]	10%[38.3 µM]	8%	?	-5%	-23%	-4%
17) COc1ccc(Cn2c(C3CC3)nc3ccc(NC(C)=O)cc3c2=O)cc1
    -19%	-4%[38.3 µM]	8%	-14%	7%	-1%	-2%
18) CC(C)(C)c1ccc(S(=O)(=O)CCc2ccccn2)cc1
    -5%	-18%[38.3 µM]	2%	-2%	6%[9.22 µM]	-3%	2%
19) Cc1nc2ccccc2n1CC(O)Cn1c(C(F)(F)F)nc2ccccc21 (stereo not drawn)
    2%	-2%[38.3 µM]	9%	-1%	14%	-1%	-5%
20) Cc1cc(Br)ccc1OCCCCNCCO
    3%	-2%[38.3 µM]	-9%	-5%	12%	-12%	-1%

# Limited to GAA inh and HTT cytoprotect, for some of the entries so far:
No.	canonical_smiles	GAA inh	HTT cytoprotect
10	CC(Sc1nnc(-c2cccs2)n1-c1ccccc1)C(=O)NCc1ccco1 (stereo not drawn)	-2%	7%
11	CN1C(=O)CSc2ccc(NC(=O)N3CCN(c4ccccn4)CC3)cc21	-1%	-7%[10 µM]

# Next section:
# Below each compound: HTT cytoprotect	IMPase Li inh	GoLoco inh red	GAA inh	HttQ103 aggreg	aGlu spleen mod	GAA glycogen mod
21) Cc1ccc(S(=O)(=O)CCc2nnc(NC(=O)c3cnccn3)s2)cc1
    -10%	-5%[38.3 µM]	-6%	2%	-4%	5%	5%
22) Cc1ccccc1C1(CCN2CCCCC2)CCOC(C)(C)C1 (stereo not drawn)
    /	15%	-2%	-6%	0%	-7%	2%
23) Cn1ncc(Br)c1C(=O)OCC(=O)Nc1nc(-c2ccccc2)cs1
    12%[10 µM]	20%	102%[activator]	0%	-7%	-8%	8%
24) Cc1cc2ncn(/N=C/c3ccc4c(c3)OCO4)c2cc1C
    -121%[inhibitor]	17%	-6%	?	?	-10%	6%
25) CCOc1ccc(C(=S)NC2CCCCC2)cc1OC
    -41%[inhibitor]	7%[38.3 µM]	-7%	8%	2%	-4%	3%
26) CCOC(=O)Cc1nc2nc(C)cc(C)n2n1
    -17%	4%	9%	?	-12%[9.22 µM]	-2%	23%
27) O=C(Oc1ccc(/C=N/Nc2ccccc2)cc1)c1ccccc1
    12%	7%[38.3 µM]	2%	3%	-8%	2%	?
28) COc1cccc(C2c3c(-c4ccccc4)n[nH]c3C(=O)N2c2ccc(C(=O)O)cc2)c1 (stereo not drawn)
    -22%	-11%[38.3 µM]	9%	-3%	-1%	3%	4%
29) COC(=O)c1c(NC(=S)Nc2ccccc2Cl)sc(C)c1C
    -23%	?	8%	1%	-8%	2%	-13%
30) Cc1nc2sc(C(c3ccccc3)N3CCOCC3)c(O)n2n1 (stereo not drawn)
    -4%[10 µM]	6%	-5%	2%	-22%	-3%	0%
31) COc1cc2c(cc1NC(=S)Nc1cccc3ccccc13)oc1ccccc12
    -11%	20%[38.3 µM]	-9%	-10%	-6%	-8%	?
32) COc1cccc(N/C(N)=N/c2nc(C(F)(F)F)cc(=O)[nH]2)c1
    -15%[10 µM]	-6%	6%	1%	-7%	4%	-5%
33) CC1(C)Cc2ccccc2C(N/N=C/c2ccc([N+](=O)[O-])cc2)=N1
    -41%[inhibitor]	-9%	1%	-5%	-9%	3%	2%
34) CN1CCC[C@@H](CC2c3ccccc3Sc3ccccc32)C1
    -23%[40.3 µM]	25%	10%[21.6 µM]	/	-38%[20.6 µM]	-1%[29.1 µM]	/
35) Cc1cccc(OCCNc2ccc(C(F)(F)F)cc2[N+](=O)[O-])c1
    28%[10 µM]	7%	11%	3%	-15%	2%	-1%
36) COc1ccc(C2C(C(=O)N3CCN(c4ccccn4)CC3)CCC(=O)N2c2cc(OC)c(OC)c(OC)c2)cc1 (stereo not drawn)
    -23%	-4%	0%	-12%	-17%	-3%	-2%
37) Cc1cc(NC(=O)c2noc3c2CCCC3)nn1Cc1ccc(Cl)cc1
    8%	-1%[38.3 µM]	5%	-5%	3%	-1%	-10%
38) Cc1cccnc1Nc1nc(-c2ccc(O)cc2)cs1
    -16%	17%[38.3 µM]	5%	-23%	4%	0%	?
39) CC(C)NC(=O)CSc1ccccc1C(=O)NCc1ccc2c(c1)OCO2
    20%	-18%[38.3 µM]	3%	-3%	11%[9.22 µM]	1%	4%
40) CCn1c(SCC(=O)Nc2ccccc2C(=O)OC)nc2c1c(=O)n(C)c(=O)n2C
    -5%	-4%[38.3 µM]	4%	3%	1%[9.22 µM]	3%	7%

# Look-ups from the entries so far:
# In GAA inh, `O=C(Oc1ccc(/C=N/Nc2ccccc2)cc1)c1ccccc1` has the entry 3%
# In HttQ103 aggreg, `COc1ccc(C2C(C(=O)N3CCN(c4ccccn4)CC3)CCC(=O)N2c2cc(OC)c(OC)c(OC)c2)cc1` (stereo not drawn) has the entry -17%
# In HttQ103 aggreg, `COc1cc2c(cc1NC(=S)Nc1cccc3ccccc13)oc1ccccc12` has the entry -6%
# In HttQ103 aggreg, `CC(C)NC(=O)CSc1ccccc1C(=O)NCc1ccc2c(c1)OCO2` has the entry 11%[9.22 µM]
# In HttQ103 aggreg, `Cc1ccc(S(=O)(=O)CCc2nnc(NC(=O)c3cnccn3)s2)cc1` has the entry -4%
# In GAA inh, `Cc1ccccc1C1(CCN2CCCCC2)CCOC(C)(C)C1` (stereo not drawn) has the entry -6%

# Four compounds out of the list above, sorted by the number in GoLoco inh red, largest number first:
cpd	Molecule	GoLoco inh red
29	COC(=O)c1c(NC(=S)Nc2ccccc2Cl)sc(C)c1C	8%
32	COc1cccc(N/C(N)=N/c2nc(C(F)(F)F)cc(=O)[nH]2)c1	6%
37	Cc1cc(NC(=O)c2noc3c2CCCC3)nn1Cc1ccc(Cl)cc1	5%
25	CCOc1ccc(C(=S)NC2CCCCC2)cc1OC	-7%

# Continued.
# Below each compound: HTT cytoprotect	IMPase Li inh	GoLoco inh red	GAA inh	HttQ103 aggreg	aGlu spleen mod	GAA glycogen mod
41) N#Cc1cc([N+](=O)[O-])ccc1Oc1cccc(/C=N/NC(=O)c2cccc(Cl)c2)c1
    -6%	34%[activator][38.3 µM]	15%	-5%	?	-1%	3%
42) CCC(C)(C)n1nnnc1C(c1cc2ccc(OC)cc2[nH]c1=O)N1CCc2ccccc21 (stereo not drawn)
    0%[10 µM]	9%[38.3 µM]	22%	?	?	-11%	-11%
43) CCOc1ccc(Nc2nc(Cl)nc(N3CCN(c4ccc(OC)cc4)CC3)n2)cc1
    /	16%	-6%	-4%	?	-8%	-8%
44) N=c1c2c3c(sc2ncn1CCN1CCOCC1)CCCCC3
    -22%	/	/	6%	1%	-9%	11%
45) Cn1nccc1C(=O)Oc1cccc(/C=N/NC(=O)c2ccccc2O)c1
    -78%[inhibitor]	-5%	10%	-2%	-10%	0%	-10%

# Down the list, as entered above:
# Entries 41–45 in GoLoco inh red read 15%, 22%, -6%, /, 10%

# From PubChem BioAssay

# A portion of the library; count on the stated rates, not on these rows.
